High-throughput results from PubChem BioAssay.
Cardio protect: myocardial damage modulation in H9c2 cells. protection from H2O2 cell death, % at 20 µM. 360,000 tested, 0.63% active. H9c2 cardiomyocytes, H2O2 injury protection, ATPLite, 2 h. AID 588492;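 active means compounds giving at least 50% protection of heart cells from peroxide-induced death in the single-dose screen, raw or plate-pattern-corrected value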;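 further: 0% = DMSO wells with peroxide and 100% = DMSO wells without peroxide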
Exocytosis inh: lytic granule exocytosis inhibition; TALL-104 LAMP-1 surface exposure, flow cytometry; cells stimulated with thapsigargin and PMA; inhibition, % at 10 µM; 360,000 tested, 0.66% active;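 active means inhibition above about 55%, limit read from the data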
hiPSC survival: enhancers of human iPSC single-cell survival. hiPSC single-cell survival, ATPlite luminescence; 100% = ROCK inhibitor wells, 0% = DMSO. survival enhancement, % at 20 µM. 360,000 tested, 0.044% active. AID 602274; in the data active means survival enhancement above about 18%;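 further: cells exposed to compounds for 16 hours before the ATP read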
ABCB6 inh MLPCN: blocks the human ABCB6 transporter | Q9NP58 | AID 602162 | 360,000 tested, 0.19% active | fluorescence ratio to DMSO, % at 10 µM | K562-ABCB6 porphyrin accumulation, flow cytometry, 1 h; stronger effect = lower value;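 active means fluorescence ratio to DMSO below 75%, the collection mean minus 3 SD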;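 further: signal is porphyrin accumulated inside mitochondria; 100% equals median channel fluorescence of DMSO control wells; lower ratio means ABCB6 inhibition with less porphyrin fluorescence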
MC4R antag cAMP: blocks human MC4R cAMP signaling | P32245 | MC4R-expressing cells, MTII-stimulated cAMP, LANCE TR-FRET | inhibition, % at 6.5 µM | 360,000 tested, 0.48% active | AID 540295;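 active means inhibition above its plate's cutoff, the mean of tested wells on that plate plus 3 SD, cut at about 29% in these data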;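 further: 0% = Melanotan II alone and 100% = Melanotan II plus saturating MCL0020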
Target sequence (P32245 whole entry, looked up): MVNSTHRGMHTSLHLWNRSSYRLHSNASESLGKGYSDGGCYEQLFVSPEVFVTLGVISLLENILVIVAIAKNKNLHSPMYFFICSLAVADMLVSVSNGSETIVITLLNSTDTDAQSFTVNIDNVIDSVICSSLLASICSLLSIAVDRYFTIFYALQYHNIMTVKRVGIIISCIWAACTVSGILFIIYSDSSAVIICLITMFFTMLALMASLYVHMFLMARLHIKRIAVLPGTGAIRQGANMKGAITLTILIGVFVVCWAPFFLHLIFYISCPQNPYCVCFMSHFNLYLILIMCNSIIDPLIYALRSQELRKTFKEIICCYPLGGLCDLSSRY
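Assay system: human MC4R-expressing U2OS cells; reagent: Melanotan II stimulation of cells; dosing: 6.5 µM single dose; timing: compound 30 min, challenge 1 h, detection 1 h; signal: TR-FRET cAMP assay; replicates: one well per compound, no replicates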
m5-HT2A agonist: agonists of mouse serotonin 5-HT2A receptor (HTR2A). P35363. CHO-K1 mHTR2A beta-arrestin complementation, luminescence; percent of 30 µM serotonin response. activation, % at 7.6 µM. 360,000 tested, 0.66% active;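 active means activation above a run cutoff, the mean activation of all tested compounds plus 3 SD, cut at about 14% in these data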;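 further: 0% = plate median of compound wells and 100% = 30 µM serotonin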
Target sequence (P35363 whole entry, looked up): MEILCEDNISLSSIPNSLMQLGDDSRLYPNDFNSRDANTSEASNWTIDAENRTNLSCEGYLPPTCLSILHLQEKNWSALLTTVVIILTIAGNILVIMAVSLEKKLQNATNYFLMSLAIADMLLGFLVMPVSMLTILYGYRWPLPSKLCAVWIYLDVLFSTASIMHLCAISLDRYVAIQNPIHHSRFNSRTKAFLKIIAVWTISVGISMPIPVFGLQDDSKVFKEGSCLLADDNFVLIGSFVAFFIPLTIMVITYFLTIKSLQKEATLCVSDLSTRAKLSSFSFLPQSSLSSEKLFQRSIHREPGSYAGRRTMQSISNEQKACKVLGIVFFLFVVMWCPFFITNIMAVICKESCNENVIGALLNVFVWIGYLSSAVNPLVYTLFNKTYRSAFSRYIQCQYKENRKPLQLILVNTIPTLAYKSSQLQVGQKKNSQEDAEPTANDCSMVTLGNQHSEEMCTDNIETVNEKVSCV
MC4R ag barr: activates human MC4R beta-arrestin recruitment | U2OS MC4R beta-arrestin complementation, luminescence; percent of melanotan II response, DMSO zero | P32245 | 360,000 tested, 0.98% active | activation, % at 8.9 µM;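 active means activation above a per-plate cutoff, the mean activation of sample wells on that plate plus 3 SD, cut at about 8% in these data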
N-glyco inh: blocks N-linked glycosylation in D54 reporter cells; 360,000 tested, 0.23% active; reporter increase, % at 12.5 µM; D54 ERlucT glycosylation luciferase reporter, 24 h; percent of 100 nM tunicamycin response; AID 588692;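 active means mean luciferase reporter signal, scaled so untreated is 0 and the glycosylation-blocking control 100, at or above a set limit in every replicate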;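 further: luciferase carries N-glycosylation sites so blocking glycosylation raises the light; 0% = median of neutral control wells and 100% = median of 100 nM tunicamycin wells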
ABHD5 PLIN5 PPI: blocks binding of human ABHD5 to perilipin-5. Q00G26+Q8WTS1. Split G. princeps luciferase complementation, luminescence, 4 h. inhibition, % at 4 µM. 360,000 tested, 0.78% active;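 active means inhibition above the mean inhibition across every tested compound plus 3 SD, cut at about 22% in these data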;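 further: 0% = DMSO only wells and the 100% control is not disclosed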
aDG glyco act: increases alpha dystroglycan glycosylation | activation, % at 10 µM | 360,000 tested, 0.22% active | Pro5-aDG cells, alpha-DG glycosylation AlphaScreen (IIH6); 0% Pro5, 100% B10-LARGE cell signal | AID 624168;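 active means activation of at least 8% versus controls, or a plate z-score of at least 8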;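 further: Pro5 are CHO cells carrying HIG-tagged alpha-DG that lacks glycosylation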
* marks the source's active call; other numbers are inactive results; · = not tested or not shown.

Screens by letter: A = Cardio protect; B = Exocytosis inh; C = hiPSC survival; D = ABCB6 inh MLPCN; E = MC4R antag cAMP; F = m5-HT2A agonist; G = MC4R ag barr; H = N-glyco inh; I = ABHD5 PLIN5 PPI; J = aDG glyco act
Cc1csc(NC(=O)C(C)N2C(=O)c3ccccc3S2(=O)=O)n1 (stereo not drawn)
  A: 1; B: -1; C: -0.4; D: 99; E: 9; F: -2; G: -0.3; H: 0; I: 7; J: -0.4
CC(=O)c1c(O)c(C)c(O)c2c1OC1=Cc3c(c(C)nn3-c3ccccc3)C(=O)C12C (stereo not drawn)
  A: -7; B: 7; C: 4.2; D: 99; E: 13; F: 3; G: 1.9; H: -4; I: 5; J: -0.1
COc1ccc(N2CCN(C(=O)c3ccc(CS(=O)(=O)c4ccccc4C)o3)CC2)cc1
  A: 18; B: -4; C: -2.4; D: 97; E: 16; F: 9; G: -0.1; H: -2; I: -1; J: 0.7
COc1ccc(-c2ccnc3nc(N4CCN(c5ccccc5)CC4)nn23)cc1
  A: 42; B: -2; C: 4.7; D: 100; E: 16; F: -4; G: -0.1; H: 1; I: 1; J: -0.5
CC(C)(C)C(=O)C(Oc1cccc2nonc12)n1cncn1 (stereo not drawn)
  A: 7; B: -7; C: 1.2; D: 99; E: 2; F: 1; G: 0.8; H: 0; I: 5; J: -0.1
CC(C)Cn1c(N)c(C(=O)CSc2nnnn2-c2ccc(Cl)cc2)c(=O)n(C)c1=O
  A: -3; B: 0; C: -0.3; D: 95; E: 8; F: -2; G: 0.3; H: 1; I: -8; J: 0.4
O=C(NCc1ccc2c(c1)OCO2)c1ccc(COc2cccc(Cl)c2)o1
  A: -11; B: 0; C: -2.3; D: 98; E: 7; F: -8; G: -0.6; H: 2; I: 1; J: 0.7
CCC(CC)C(=O)c1c[nH]c(C(=O)NCc2cccs2)c1
  A: -4; B: -2; C: 0.4; D: 98; E: 6; F: -5; G: -2.4; H: -2; I: -10; J: 0.2
CC(C)=CC(=O)NCc1c(Cl)cccc1-n1cccc1
  A: -4; B: -1; C: 7.5; D: 100; E: 0; F: -7; G: -1.2; H: -1; I: -8; J: 0.3
CN(CCCC(=O)Nc1nccs1)S(=O)(=O)c1ccc(Cl)cc1
  A: 4; B: -2; C: -0.7; D: 101; E: 8; F: -6; G: 0.2; H: 0; I: 12; J: 0.1
CCOc1ccc(NC(=O)CCCOc2cc(=O)n(C)c3ccccc23)cc1
  A: 20; B: 1; C: -0.1; D: 99; E: -3; F: -2; G: -3.1; H: ·; I: -4; J: -0.2
COCCC(=O)N1CCCC(C(=O)c2ccc(Oc3ccccc3)cc2)C1 (stereo not drawn)
  A: -1; B: -5; C: 0.9; D: 98; E: 0; F: -1; G: -3.0; H: -3; I: -1; J: 0.5
CCOC(=O)C1CC(=O)c2ccccc2C1c1ccccc1 (stereo not drawn)
  A: -6; B: -4; C: 3.5; D: 94; E: 0; F: 4; G: 0.1; H: -4; I: 0; J: 0.1
O=C(Nc1ccc(C(=O)O)cc1)/C(=C\c1ccc2c(c1)OCO2)NC(=O)c1ccccc1Cl
  A: 2; B: 2; C: 4.8; D: 97; E: -4; F: 1; G: -1.8; H: 0; I: 9; J: -0.2
CC(=O)N(CCc1ccccc1C)Cc1cc2cc(C)ccc2[nH]c1=O
  A: -4; B: 2; C: 0.1; D: 99; E: 4; F: 1; G: -1.6; H: 2; I: -4; J: 0.0
CN(CC(=O)Nc1ccccc1C(F)(F)F)CC(=O)N1CCCCCC1
  A: 2; B: -6; C: 0.5; D: 94; E: 0; F: 7; G: 0.5; H: 3; I: 1; J: 0.0
Nc1c(C(=O)O)cnc2nc(N3CCOCC3)nn12
  A: 0; B: -1; C: -2.5; D: 93; E: 11; F: 3; G: -1.4; H: 4; I: -6; J: -0.2
COC(=O)c1ccc(Nc2ncnc3c2cnn3-c2cccc(C)c2)cc1
  A: -2; B: 0; C: 4.3; D: 93; E: 17; F: 2; G: 0.4; H: -4; I: 5; J: 0.4
CC1=CC(C)(C)N(C(=O)c2ccccc2)c2ccc(C)cc21
  A: -8; B: 8; C: -0.4; D: 94; E: 5; F: 0; G: -0.3; H: -1; I: -15; J: -0.2
O=C(O)/C=C/C(=O)N1CCN(C(c2ccccc2)c2ccccc2)CC1
  A: 0; B: 2; C: -0.2; D: 97; E: 4; F: -5; G: -0.7; H: 1; I: -1; J: -0.1

Arranged by value in aDG glyco act (ascending): three from the list above
Molecule	aDG glyco act
Nc1c(C(=O)O)cnc2nc(N3CCOCC3)nn12	-0.2
CN(CC(=O)Nc1ccccc1C(F)(F)F)CC(=O)N1CCCCCC1	0.0
COCCC(=O)N1CCCC(C(=O)c2ccc(Oc3ccccc3)cc2)C1 (stereo not drawn)	0.5

Other structures follow:
Screens by letter: A = Cardio protect; B = Exocytosis inh; C = hiPSC survival; D = ABCB6 inh MLPCN; E = MC4R antag cAMP; F = m5-HT2A agonist; G = MC4R ag barr; H = N-glyco inh; I = ABHD5 PLIN5 PPI; J = aDG glyco act
COc1ccc(NS(=O)(=O)c2ccc(N3CCOCC3)c(N)c2)cc1
  A: -23; B: -3; C: -2.5; D: 89; E: 8; F: 1; G: -1.0; H: -2; I: 5; J: 4.2
O=C(NCc1cccs1)c1ccc(Cl)c(S(=O)(=O)N2CCOCC2)c1
  A: -1; B: -3; C: 1.7; D: 98; E: 8; F: -2; G: 0.6; H: 0; I: -4; J: 0.7
CCN1C(=O)/C(=C\N2CCN(C(=O)c3ccco3)CC2)SC1=S
  A: 4; B: 2; C: 2.2; D: 104; E: -3; F: 3; G: -0.6; H: 0; I: 2; J: 0.2
Cc1nn(-c2ccccc2)c(C)c1NC(=O)COc1ccc(C#N)cc1
  A: 7; B: 8; C: 1.7; D: 98; E: 9; F: 7; G: -1.6; H: 0; I: 1; J: -0.3
COc1ccc(-c2ccc3c(c2)S(=O)(=O)c2cccc(C(=O)N4CCN(C5CCCCC5)CC4)c2C3=O)cc1OC
  A: 35; B: -4; C: 1.9; D: 295; E: 11; F: -4; G: 1.9; H: 1; I: -1; J: -0.3
O=C(C1CC1)N1CCCN(C(=O)C2CC2)CC1
  A: 4; B: -2; C: 3.3; D: 99; E: 0; F: 4; G: -2.6; H: 1; I: -2; J: -0.1
Cc1cccc2sc(NC(=O)c3ccc(Cl)s3)nc12
  A: -8; B: -1; C: -2.9; D: 100; E: 0; F: -1; G: 0.1; H: 1; I: -4; J: 0.0
CCc1ccc(CNC(=O)C2CCN(S(=O)(=O)N3CCCCC3)CC2)cc1
  A: 1; B: -12; C: 0.1; D: 96; E: 5; F: -3; G: -0.5; H: -2; I: -6; J: 0.1
Cc1ccc(NC(=O)C/C(N)=N/OC(=O)Nc2cccc(Cl)c2)cc1
  A: 2; B: 2; C: -0.6; D: 96; E: 7; F: -7; G: -0.8; H: -2; I: 2; J: -0.2
CC(=O)c1ccc(N2Cc3ccccc3C3(CCOCC3)C2=N)cc1
  A: 0; B: -6; C: -0.3; D: 102; E: 12; F: -2; G: 4.4; H: 2; I: 3; J: -0.1

Record cards (already shown).
COc1ccc(-c2ccc3c(c2)S(=O)(=O)c2cccc(C(=O)N4CCN(C5CCCCC5)CC4)c2C3=O)cc1OC across the screens: Cardio protect = 35; Exocytosis inh = -4; hiPSC survival = 1.9; ABCB6 inh MLPCN = 295; MC4R antag cAMP = 11; m5-HT2A agonist = -4; MC4R ag barr = 1.9; N-glyco inh = 1; ABHD5 PLIN5 PPI = -1; aDG glyco act = -0.3
COc1ccc(NS(=O)(=O)c2ccc(N3CCOCC3)c(N)c2)cc1 across the screens: Cardio protect = -23; Exocytosis inh = -3; hiPSC survival = -2.5; ABCB6 inh MLPCN = 89; MC4R antag cAMP = 8; m5-HT2A agonist = 1; MC4R ag barr = -1.0; N-glyco inh = -2; ABHD5 PLIN5 PPI = 5; aDG glyco act = 4.2

Going on with the list.
The line under a structure holds: Cardio protect	Exocytosis inh	hiPSC survival	ABCB6 inh MLPCN	MC4R antag cAMP	m5-HT2A agonist	MC4R ag barr	N-glyco inh	ABHD5 PLIN5 PPI	aDG glyco act
- COc1ccccc1CNC(=O)N1CCN(S(=O)(=O)c2ccc(C)cc2)CC1
  -1	1	-0.7	101	-1	9	0.2	1	7	-0.2
- C/C(=N/NS(=O)(=O)c1ccc(Br)cc1)c1ccc(NC(=O)c2ccc(C)o2)cc1
  -9	-1	0.4	96	-2	1	0.2	-2	-7	0.0
- CC1=C(C(=O)Nc2ccccc2)C(c2ccccn2)n2nc(CCCO)nc2N1 (stereo not drawn)
  1	-4	0.1	98	-2	4	2.2	0	13	-0.2
- Cc1ccc(/C=N/NC(=O)CNC(=O)Cc2ccccc2)o1
  -19	-5	-0.3	98	7	7	-0.5	1	-2	-0.1
- CCc1ccccc1NC(=O)C1CCCN(c2ncccn2)C1 (stereo not drawn)
  0	1	-0.6	164	-1	-5	-4.0	0	-11	0.2
- COCCN1C(=O)CCC1(C)C(=O)Nc1ccc2c(c1)OCCO2 (stereo not drawn)
  5	-10	2.1	91	·	2	·	-1	5	0.0
- COc1ccc(CCNC(=O)COC(=O)c2cnccn2)cc1
  8	-2	1.3	100	0	-4	-0.3	0	1	-0.1
- CCCn1c(Nc2cccc(OC)c2)nc2ccccc21
  -4	-6	-0.5	97	3	0	0.6	0	3	0.2
- Cc1ccc(S(=O)(=O)N(CC(=O)N/N=C/c2cccc(Cl)c2)c2cccc3cccnc23)cc1
  -5	-1	0.2	92	5	-6	-0.2	-3	-6	-0.3
- Cc1c(N/C=C/C(=O)C(F)(F)F)c(=O)n(-c2ccccc2)n1C
  0	-1	2.9	95	2	2	-3.0	1	-6	-0.4
- CN(C(=O)COC(=O)CNC(=O)c1sc2ccccc2c1Cl)c1ccccc1
  13	-2	-1.0	96	10	6	-2.0	3	0	0.1
- COc1ccc(-c2[nH]ncc2CNC(C)CCn2cccn2)cc1F (stereo not drawn)
  5	-1	-0.4	92	3	5	0.1	1	-2	0.1
- COc1cc2c(cc1OC)C(NC(=O)C(F)(F)F)C/C2=N\O (stereo not drawn)
  3	-2	0.9	97	-5	-1	-0.3	-1	-7	-0.2
- Cc1ccc(NN=C2c3ccccc3-c3ccccc32)cc1
  -6	-2	0.3	102	14	0	8.4*	-6	-2	-0.4
